From PubChem
Rac1 wt modul – human Rac1 wildtype GTP binding, inhibitors and activators | P63000 | GTP binding activity (% of control), % at 10 µM | hit rate 0.27% among 190,000 | GST-Rac1 beads, fluorescent GTP binding, flow cytometry; actives lie on both sides; 0 = cold GTP competed, 100 = untreated;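 active = GTP binding activity at least 20 points away from the 100% control level, either lower or higher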
Bim-Mcl-1 – inhibitors of Bim-Mcl-1 interaction, human; Q07820; inhibition, % at 10 µM; Bead-based flow cytometry, Bim peptide-Mcl-1 binding; hit rate 0.1% among 190,000; in the data active = inhibition above about 40%;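 note: 0% = no compound tracer wells and 100% = peptide blocker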
Target sequence (Q07820 whole entry, looked up): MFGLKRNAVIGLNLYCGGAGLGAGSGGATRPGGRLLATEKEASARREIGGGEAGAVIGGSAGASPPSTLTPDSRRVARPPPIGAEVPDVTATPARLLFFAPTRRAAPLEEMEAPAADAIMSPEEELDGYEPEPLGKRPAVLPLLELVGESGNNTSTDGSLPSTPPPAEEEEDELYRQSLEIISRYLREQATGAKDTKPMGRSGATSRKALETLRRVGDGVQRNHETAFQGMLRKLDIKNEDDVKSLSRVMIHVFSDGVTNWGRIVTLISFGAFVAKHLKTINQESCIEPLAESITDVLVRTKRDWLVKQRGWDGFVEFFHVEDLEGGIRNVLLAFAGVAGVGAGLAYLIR
Rab2 wt GTP – changes GTP binding to wildtype dog Rab2A, up or down. AID 760. hit rate 0.19% among 190,000. GTP binding activity, % at 10 µM. P61105. GST-Rab2 wt beads, Bodipy-GTP binding, flow cytometry;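 active = GTP binding activity at least 20 points away from 100%, either lowered or raised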;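 note: 0% = beads with excess unlabeled GTP and 100% = no-compound control corrected for plate trend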
Rac1 act GTP bind – alters GTP binding to activated mutant human Rac1; percent activity (GTP binding), % at 10 µM; hit rate 0.11% among 190,000; GST-Rac1 activated beads, fluorescent GTP binding, flow cytometry; actives lie on both sides; 100% means binding = to untreated wells; P63000;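 active = GTP binding at least 20 percentage points away from the 100% baseline, in either direction, so actives lie on both sides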
Pf gamet viab – P. falciparum stage V gametocyte viability inhibition | P. falciparum stage V gametocytes, ATP luminescence, 24 h | inhibition, % at 10.9 µM | hit rate 0.065% among 150,000 | AID 743093;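 active = inhibition above the mean plus 3 SD of compounds within the control limits, set per campaign, cut at about 38% in these data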;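 note: 0% = DMSO wells and 100% = medium only without gametocytes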
Avidin fluor – compound fluoresces at 488/530 nm on avidin beads; compound fluorescence 488/530 nm, flow cytometry; hits give high values; fluorescence (KMESF) at 10 µM; AID 1775; hit rate 0.38% among 220,000; in the data active = fluorescence above about 47; note: inactives centre near 10
Cdc42 wt – modulators (inhibitors or activators) of GTP binding to human Cdc42 wildtype; P60953; GST-Cdc42 beads, Bodipy-GTP binding, flow cytometry; actives lie on both sides; percent activity (GTP binding), % at 10 µM; hit rate 0.2% among 190,000;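 active = percent activity GTP binding at least 20 points away from the 100% baseline, either down as inhibitor or up as activator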;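 note: median bead fluorescence of bound Bodipy-FL-GTP at 100 nM; 0% = excess unlabeled GTP control and 100% = no compound control; below 100% means less GTP binding so inhibitor and above means activator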
Mcl1 Bid PPI – Mcl-1/Bid interaction inhibition | TR-FRET Mcl-1/Bid-Dy647 peptide binding, 1536-well | Q07820 | hit rate 0.97% among 220,000 | AID 1021 | inhibition, % at 21.7 µM;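 active = compounds that cut the binding signal by more than half at the single screening dose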;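 note: His-tagged Mcl-1 with europium anti-His antibody binding Bid BH3 peptide; 0% = Mcl-1 plus peptide wells and 100% = peptide-only wells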
Rab7 wt modul – modulators of GTP binding to dog Rab7 wildtype GTPase; GST-Rab7 beads, fluorescent GTP binding, flow cytometry; actives lie on both sides; untreated = 100%, excess cold GTP = 0%; GTP binding activity (percent of control), % at 10 µM; hit rate 0.055% among 190,000;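 active = fluorescent GTP binding to Rab7 beads changed by at least 20 points from the 100% baseline, either direction, mostly lower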;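 note: median green fluorescence of bound Bodipy-FL-GTP per Rab7 bead population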
HRas wt GTP – modulators of GTP binding to human HRas wildtype; GTP binding activity, % at 10 µM; GST-Ras wt beads, Bodipy-FL-GTP binding, flow cytometry; actives lie on both sides; hit rate 0.14% among 190,000;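 active = GTP binding activity at least 20% away from the 100% baseline, either lowered as inhibitor or raised as activator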;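 note: 0% = unlabeled GTP competition control and 100% = no-compound control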
Target sequence (P01112 whole entry, looked up): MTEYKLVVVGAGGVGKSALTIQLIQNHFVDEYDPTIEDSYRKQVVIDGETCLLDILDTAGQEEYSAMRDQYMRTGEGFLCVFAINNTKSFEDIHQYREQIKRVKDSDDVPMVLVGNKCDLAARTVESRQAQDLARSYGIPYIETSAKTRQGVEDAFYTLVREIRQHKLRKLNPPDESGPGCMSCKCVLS
Mcl1-Noxa inh – Mcl-1/Noxa interaction inhibition. Q07820. TR-FRET Mcl-1/Noxa peptide binding, 2 h. inhibition, % at 21.7 µM. hit rate 1.5% among 220,000;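 active = compounds that cut the protein-peptide binding signal by more than 50% relative to plate controls in a single-dose test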;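 note: His-tagged Mcl-1 with rhodamine Noxa BH3 peptide and terbium anti-His antibody; 0% = Mcl-1 plus Noxa peptide wells and 100% = peptide-only wells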
* = called active by the depositor; · = not tested or not shown.

SMILES	Rac1 wt modul	Bim-Mcl-1	Rab2 wt GTP	Rac1 act GTP bind	Pf gamet viab	Avidin fluor	Cdc42 wt	Mcl1 Bid PPI	Rab7 wt modul	HRas wt GTP	Mcl1-Noxa inh
O=[N+]([O-])c1cccc(CNc2ccc3c(c2)CCC3)c1	101	-9	99	103	-9	7	103	3	100	104	36
CCN(CC)S(=O)(=O)c1ccc(-c2nnc3sc4cccc(C)c4n23)cc1	101	-3	99	99	·	6	101	-50	100	99	-33
Nc1[nH]n2c(=O)cc(-c3ccccc3)nc2c1N=Nc1ccc2c(c1)OCO2	86	3	88	89	·	9	88	-57	94	90	60*
N/C(=N\S(=O)(=O)c1ccc(Cl)s1)c1ccccc1	102	2	99	100	·	8	101	3	102	102	-12
CCOC(=O)c1ccc2nc(C)cc(Nc3cccc(C(=O)O)c3)c2c1	99	0	95	96	·	7	98	-18	97	96	-2
CCCCN(C(=O)c1c(C)[nH]c(C(=O)OCC)c1C)c1ccccc1	99	1	98	98	·	16	93	-19	100	99	-26
COc1ccc(C(=O)NC(=S)Nc2ccc(N3CCOCC3)c(Cl)c2)cc1[N+](=O)[O-]	105	-6	99	100	·	5	99	-49	94	99	15
O=[N+]([O-])/C(=C\Nc1ccccc1Cl)S(=O)(=O)c1ccccc1	99	-2	105	103	·	11	101	-13	96	101	0
COC(=O)c1nn(C23CC4CC(CC(C4)C2)C3)c2c1C(=O)N(c1ccc(F)cc1)C2=O	104	-2	99	103	·	25	103	-29	94	101	2
COc1ccc(C(=O)NNC(=O)c2cc3cccc(OC)c3oc2=O)cc1	93	-1	94	92	-19	10	92	-35	85	92	2
CC(C)C(=O)N1CCN(c2ccc(NC(=O)c3ccc([N+](=O)[O-])o3)cc2Cl)CC1	97	0	95	93	·	8	94	-5	93	95	6
O=C1NCCN1CCNS(=O)(=O)c1ccc2ccccc2c1	99	0	95	97	0	11	93	-12	101	95	20
CCOc1ccccc1-n1nnnc1SCC(=O)Nc1cc2oc3ccccc3c2cc1OC	96	0	97	94	·	14	97	-25	99	98	7
CC(=O)c1cc(C#N)c(SCc2ccc(F)cc2)nc1C	101	-2	97	95	18	11	99	8	102	98	-17
O=C(OCC1COc2ccccc2O1)c1c(F)cccc1F (configuration not stated)	102	-3	101	98	·	8	101	-4	100	102	17
COc1cccc(NC(=O)NCc2cccn2C)c1	93	·	92	93	·	8	94	·	92	93	·
CC(C)CCNC(=O)C(c1cccnc1)N(CCc1ccccc1)C(=O)Cn1nnc2ccccc21 (configuration not stated)	104	3	98	99	-4	21	102	-8	98	101	-2
Cn1c(=O)c2c(nc(NCc3ccccc3)n2CCCc2ccccc2)n(C)c1=O	96	-4	95	94	·	12	99	-25	98	97	-7
CN(C(=O)CS(=O)(=O)c1cccc(Cl)c1)c1ccccc1	103	0	103	95	-5	10	102	-4	105	102	17
CN(C)c1ccc(C=NCCC2(O)CCOC(C)(C)C2)cc1 (configuration not stated)	108	-2	100	99	·	37	103	-21	101	102	10
Cc1cc(N2CCN(C)CC2)nc2ccc(NC(=S)N3CCN(c4cccc(Cl)c4)CC3)cc12	109	-3	102	99	-5	13	101	-28	105	99	23
CCOC(=O)CSc1nnc(COc2cccc(C)c2)o1	99	0	97	94	1	11	95	-5	102	99	-19

Filtered by structure: the entries above with a Cl atom (6)
SMILES	Rac1 wt modul	Bim-Mcl-1	Rab2 wt GTP	Rac1 act GTP bind	Pf gamet viab	Avidin fluor	Cdc42 wt	Mcl1 Bid PPI	Rab7 wt modul	HRas wt GTP	Mcl1-Noxa inh
N/C(=N\S(=O)(=O)c1ccc(Cl)s1)c1ccccc1	102	2	99	100	·	8	101	3	102	102	-12
COc1ccc(C(=O)NC(=S)Nc2ccc(N3CCOCC3)c(Cl)c2)cc1[N+](=O)[O-]	105	-6	99	100	·	5	99	-49	94	99	15
O=[N+]([O-])/C(=C\Nc1ccccc1Cl)S(=O)(=O)c1ccccc1	99	-2	105	103	·	11	101	-13	96	101	0
CC(C)C(=O)N1CCN(c2ccc(NC(=O)c3ccc([N+](=O)[O-])o3)cc2Cl)CC1	97	0	95	93	·	8	94	-5	93	95	6
CN(C(=O)CS(=O)(=O)c1cccc(Cl)c1)c1ccccc1	103	0	103	95	-5	10	102	-4	105	102	17
Cc1cc(N2CCN(C)CC2)nc2ccc(NC(=S)N3CCN(c4cccc(Cl)c4)CC3)cc12	109	-3	102	99	-5	13	101	-28	105	99	23

Nothing new here: an excerpt of the list.
SMILES	Rac1 wt modul	Bim-Mcl-1	Rab2 wt GTP	Rac1 act GTP bind	Pf gamet viab	Avidin fluor	Cdc42 wt	Mcl1 Bid PPI	Rab7 wt modul	HRas wt GTP	Mcl1-Noxa inh
O=[N+]([O-])c1cccc(CNc2ccc3c(c2)CCC3)c1	101	-9	99	103	-9	7	103	3	100	104	36
CCN(CC)S(=O)(=O)c1ccc(-c2nnc3sc4cccc(C)c4n23)cc1	101	-3	99	99	·	6	101	-50	100	99	-33
Nc1[nH]n2c(=O)cc(-c3ccccc3)nc2c1N=Nc1ccc2c(c1)OCO2	86	3	88	89	·	9	88	-57	94	90	60*
N/C(=N\S(=O)(=O)c1ccc(Cl)s1)c1ccccc1	102	2	99	100	·	8	101	3	102	102	-12
